# Compound activity deposited in PubChem BioAssay by National Center for Advancing Translational Sciences (NCATS).
# BRCA1 expr act: activators of BRCA1 expression | MCF7-BRCA1-FFLuc reporter, luminescence, 48 h; response scale: scaled: vehicle 0%, 10 µM genistein 100% | Potency, µM (top dose mostly 46.1 µM), without a hit: top-dose activation, hits mostly activators | 1.1% of 380,000 active; further: potency means the concentration at half of the fitted maximal effect; nearly all actives have a fitted effect of over 80% in size; some results filed as inactive show a strong effect at the top dose
#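 Activators of BRCA1 expression were detected as increased firefly luciferase luminescence in engineered MCF7 cells after 48 h compound incubation. Signals were scaled to genistein 10 microM as full activation.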
# B2AR arrestin: recruits beta-arrestin to the human beta2-adrenergic receptor. beta-arrestin recruitment to beta2AR, cell-based reporter. Potency, µM (top dose mostly 46.1 µM), inactives show at the highest dose activation, hits mostly activators. 0.02% of 330,000 active;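 further: potency means the concentration at half of the fitted maximal effect; 0% = DMSO controls and full agonism = EC100 isoproterenol or metaproterenol; nearly all actives have a fitted effect of over 65% in size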
# Target sequence (P07550 whole entry, looked up): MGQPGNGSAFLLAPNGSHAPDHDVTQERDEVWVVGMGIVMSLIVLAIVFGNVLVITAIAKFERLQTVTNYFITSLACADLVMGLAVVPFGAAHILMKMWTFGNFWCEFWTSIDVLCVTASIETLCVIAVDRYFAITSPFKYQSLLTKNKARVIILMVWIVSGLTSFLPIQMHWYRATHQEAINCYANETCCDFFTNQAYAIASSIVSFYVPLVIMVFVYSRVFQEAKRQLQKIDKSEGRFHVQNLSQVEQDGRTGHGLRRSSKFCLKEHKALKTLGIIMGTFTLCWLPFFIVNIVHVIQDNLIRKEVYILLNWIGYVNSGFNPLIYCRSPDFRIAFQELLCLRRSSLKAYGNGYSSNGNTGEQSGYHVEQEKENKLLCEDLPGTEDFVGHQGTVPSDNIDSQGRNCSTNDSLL
# TCR act: activates T cell receptor signaling | primary human leukocytes, anti-CD3, IL-2 HTRF, 48 h | 330,000 tested, under 10 active | Potency, µM (doses to about 9.22 µM), inactives show at the top dose activation of IL-2 secretion, hits mostly activators; further: % of control where 0% means no effect
#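 Using a-CD3 beads without co-stimulation, primary human leukocytes were exposed to compounds for 48 hr. An HTRF IL-2 kit measured the cytokine, with europium-to-d2 energy transfer producing emission at 665nm upon 320nm excitation.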
# TRPV1 agonist: agonists of human vanilloid receptor 1 (TRPV1) | Q8NER1 | TRPV1-expressing cells, Fluo-8 calcium influx, agonist mode | activation, % at 8.33 µM | 0.19% of 320,000 active; in the data active means activation above about 80%; inconclusive means between about 30% and that limit; further: 0% is about no effect
#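 Fluo-8 calcium influx in TRPV1-expressing cells, kinetic read (ex 480/em 520 nm). Compound added and read 3 min for agonist activity, followed by capsaicin at EC20 final and 2 min further read for enhancement.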
# MLL CXXC-DNA inh: blocks binding of human MLL CXXC domain to DNA; 0.037% of 290,000 active; MLL-CXXC / FITC-HOXA9 DNA fluorescence polarization; Q03164; Potency, µM (highest dose often 115 µM), for inactives: at the highest dose activity change, negative = inhibition, actives largely listed as inhibitors; AID 2662; active means well fitted inhibition curve with a large enough effect in the polarisation, with a control signal flat, not every such curve was filed as active; inconclusive means small, poorly fitted or top-dose-only effect, or effect the other way, or a change in a side signal; inactive means no such curve, though single readings can be large or run the other way; the % refers to the polarisation; further: potency means the concentration at half of the fitted maximal effect
#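 Fluorescence polarization: 7 uM MLL-CXXC (stock) preincubated 5 min with compounds, then 50 nM fluorescein-HOX-A9 DNA (stock) added; 30 min ambient. Buffer 50 mM Tris-HCl pH 7.5, 50 mM NaCl, 1 mM DTT, 0.05% BSA.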
# TSG101-PTAP inh: blocks PTAP/TSG101 interaction to inhibit HIV-1 budding; Fluorescence polarization, FITC-PTAP peptide / Tsg101 binding; Potency, µM (series often up to 115 µM), without a hit: at the top dose activity change, negative = inhibition, actives largely listed as inhibitors; 340,000 tested, under 10 active; active means well fitted inhibition curve with a large enough effect in the main read-out, with a control signal flat, not every such curve was filed as active; inconclusive means small, poorly fitted or top-dose-only effect, or effect the other way, or a change in a side signal; inactive means no such curve, though single readings can be large or run the other way; further: potency means the concentration at half of the fitted maximal effect; % of control where 0% means no effect
# Target sequence (Q99816 whole entry, looked up): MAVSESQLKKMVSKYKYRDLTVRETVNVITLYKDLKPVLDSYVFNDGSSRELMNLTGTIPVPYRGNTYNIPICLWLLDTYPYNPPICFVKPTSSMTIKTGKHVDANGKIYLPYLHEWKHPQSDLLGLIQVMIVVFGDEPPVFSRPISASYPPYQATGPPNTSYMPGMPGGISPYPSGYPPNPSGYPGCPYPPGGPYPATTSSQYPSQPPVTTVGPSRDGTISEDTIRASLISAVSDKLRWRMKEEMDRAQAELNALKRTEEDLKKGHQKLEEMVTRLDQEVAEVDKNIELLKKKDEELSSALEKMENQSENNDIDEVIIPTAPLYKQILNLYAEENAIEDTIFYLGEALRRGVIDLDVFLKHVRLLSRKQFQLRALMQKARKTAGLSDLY
#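 Tsg101 binding domain (10 uM final) was mixed with compound and a FITC-labeled PTAP peptide (50 nM final) in HEPES pH 7.5 buffer with NaCl, Tween 20, EDTA and TCEP; fluorescence polarization was read after 20 min at r.t.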
# Integrin act MD: activates integrin-mediated alleviation for muscular dystrophy | alpha7betagal myoblasts, beta-gal FDG fluorescence, 48 h | Potency, µM (titrated, usually from 38.3 µM), inactives show top-dose activation, usual class: activators | 0.064% of 350,000 active | AID 624291;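 further: potency means the concentration at half of the fitted maximal effect; 100% = response of the positive control SU9516; nearly all actives have a fitted effect of over 60% in size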
#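 Alpha7betagal+/- myoblasts (passage 13) were plated 16-24 hr, then exposed to compounds (1:260 dilution of DMSO stock) for 48 hours at 37C. After MPER lysis, β-galactosidase reporter activity was read as FDG fluorescence (ex 480/em 540) after 30 minutes.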
# ELG1 DNA repair: blocks ELG1-dependent DNA repair in HEK293T cells; 2.3% of 330,000 active; Potency, µM (highest dose often 46.1 µM), without a hit: at the top dose activity change, negative = inhibition, usual class: inhibitors; HEK293T ELG1-luciferase reporter, luminescence, 16 h; DNA damage induced by 5-fluorouridine; AID 504467; further: potency means the concentration at half of the fitted maximal effect; on the % scale 0 is the no-effect control and ±100 the full control effect; nearly all actives have a fitted effect of over 55% in size
#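 5-Fluorouridine DNA damage + compound/DMSO, 2,000 cells/well, 16 h, 37 °C/5% CO2. ONE-Glo, 30 min RT, luminescence. Readout = decrease in reporter signal.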
# AT treatment: potential ataxia-telangiectasia treatments restoring KAP-1 phosphorylation; 0.19% of 320,000 active; AID 485349; […] A-T fibroblasts, KAP-1 phosphorylation AlphaLISA; neocarzinostatin DNA damage 30 min before lysis; Potency, µM (highest dose often 57.5 µM), for inactives: at the top dose activation, hits mostly activators; further: potency means the concentration at half of the fitted maximal effect; % of control where 0% means no effect; nearly all actives have a fitted effect of over 45% in size
#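 hTERT-immortalized A-T patient fibroblasts ([…]), 500 cells/well in OPTI-MEM, 1% FBS, got compounds for 60 min, then NCS for 30 min at 37C. Lysates were then assayed for phospho-KAP-1 by AlphaLISA (anti-pKAP1 donor, anti-KAP1 acceptor beads), 6 hr at 25C.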
# p53 reactivation: restores transcriptional activity of mutant p53; H1299 p53-A138V BP100-luciferase reporter, luminescence, 24 h; Potency, µM (highest dose often 92.2 µM), for inactives: top-dose activity change, positive = activation, most hits filed as activators; 0.063% of 320,000 active; further: potency means the concentration at half of the fitted maximal effect; % of control where 0% means no effect; nearly all actives have a fitted effect of over 45% in size
#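 H1299 (p53-null), stable ts p53-A138V + BP100-Luc; 1000 cells/well, Opti-MEM/10% FBS; cpd 4 pt, 1:5; 24 h, 37 deg C, 5% CO2; detection reagent 10 min RT; luminescence.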
# * = called active by the depositor; ? = inconclusive; . = not tested or not shown; [ ] = remark or other dose. Unless noted, the call rests on the fitted dose curve; in most records, active means well fitted curve in the direction sought with a large enough effect; inconclusive means small, poorly fitted or top-dose-only effect, or another doubt; inactive means no such curve, though single readings can be large; an effect the other way counts as inactive or inconclusive.
SMILES,BRCA1 expr act,B2AR arrestin,TCR act,TRPV1 agonist,MLL CXXC-DNA inh,TSG101-PTAP inh,Integrin act MD,ELG1 DNA repair,AT treatment,p53 reactivation
CCn1c(CNC(=O)Cc2ccc(OC)cc2)nnc1SCCOc1ccccc1,-58%,-1.0%,1%,-9,16%,-6%,-14%,?,.,-3%
Cc1ccc(C)c(S(=O)(=O)Nc2ccc3oc(C)c(C(=O)O)c3c2)c1,-17%,0.0%,-7%,0,-1%,-1%,10%,?,0%,10%
CCOC(=O)C(NC(=O)NCc1ccccc1OC)(OCC)C(F)(F)F (stereo unspecified),-22%,0.0%,-3%[46.1 µM],3,3%,-1%,-9%,?,0%,-4%
Cc1c(C(=O)NCC2CCCO2)oc2ccc(S(=O)(=O)N3CC(C)CC(C)C3)cc12 (stereo unspecified),-7%,0.2%,3%,.,0%,-5%,-18%,-24%,1%,-1%
O=C(Nc1ccc(CN2CCOCC2)cc1)c1ccc(-c2cccc(Cl)c2)o1,-52%,-1.6%,4%,.,-3%,2%,-11%,?,4%,-7%
CCC(=O)c1ccc(/C=C/c2nc3ccccc3n2C)o1,21%,0.0%,-21%,6,9%,-5%,2%,?,18%,20%
Cc1ccccc1NC(=O)CCSc1nnnn1-c1ccccc1,0%,-0.8%,0%[46.1 µM],2,-5%,-7%,2%,-22%,1%,-4%
COCCSc1nnc(NC(=O)C2CC(=O)N(C3CCCC3)C2)s1 (stereo unspecified),15%,0.0%,-3%,-1,5%,4%,1%,-6%,0%,11%
O=C(O)c1cc(Cl)c2ccccc2c1O,4%[1.84 µM],-0.2%,-7%,-3,-20%,-6%,14%,-16%,8%,9%
CCOc1ccccc1-c1noc(CCCC(=O)NC2CCCCC2)n1,-5%,0.2%,0%,4,-1%,1%,-8%,-1%,-2%,-1%
Cc1ccc(C(=O)NC(C(=O)NC2CCCC2)c2ccccc2)cc1 (stereo unspecified),-13%,-0.9%,-1%,20,-8%,-1%,2%,-1%,3%,-1%
Cc1c(C)c2ccc(OCC(=O)NCCCn3ccnc3)c(C)c2oc1=O,-4%,-0.6%,-13%,2,0%,0%,?,11%,-5%,-7%
O=S(=O)(NCCCc1ccccc1)c1ccc(Cl)cc1,-1%,0.0%,-4%[46.1 µM],4,20%,0%,23%,1%,2%,13%
Cc1ccc(S(=O)(=O)NC(=O)Nc2ccc(N(C)C)cc2)cc1,-59%,0.4%,67%,15,-7%,-2%,-55%[inhibitor],?,7%,21%
COc1cc(CN(C)C)cc(C=O)c1O,-18%,-0.1%,-2%,-1,-6%,1%,-3%,-9%,1%,0%
COc1cc2c(cc1OC)C(c1cc([N+](=O)[O-])ccc1O)NCC2 (stereo unspecified),-10%,0.0%,0%,-2,-5%,-5%,38%,12%,-1%,-2%
Cc1cccn2c(=O)c3cc(C(=O)NCCC4=CCCCC4)n(C)c3nc12,0%,-0.4%,-4%,-7,13%,-7%,19%,7%,14%,-2%
COc1ccc(C(C(=O)NC2CCCC2)N(C(=O)c2ccoc2C)c2ccccc2)cc1 (stereo unspecified),-12%,-1.1%,4%[46.1 µM],25,3%,0%,22%,-5%,-2%,0%

# Pulled one by one from the entries so far:
SMILES,BRCA1 expr act,B2AR arrestin,TCR act,TRPV1 agonist,MLL CXXC-DNA inh,TSG101-PTAP inh,Integrin act MD,ELG1 DNA repair,AT treatment,p53 reactivation
Cc1c(C)c2ccc(OCC(=O)NCCCn3ccnc3)c(C)c2oc1=O,-4%,-0.6%,-13%,2,0%,0%,?,11%,-5%,-7%
O=C(Nc1ccc(CN2CCOCC2)cc1)c1ccc(-c2cccc(Cl)c2)o1,-52%,-1.6%,4%,.,-3%,2%,-11%,?,4%,-7%
CCOC(=O)C(NC(=O)NCc1ccccc1OC)(OCC)C(F)(F)F (stereo unspecified),-22%,0.0%,-3%[46.1 µM],3,3%,-1%,-9%,?,0%,-4%

# One compound at a time (already shown). Order of screens: BRCA1 expr act, B2AR arrestin, TCR act, TRPV1 agonist, MLL CXXC-DNA inh, TSG101-PTAP inh, Integrin act MD, ELG1 DNA repair, AT treatment, p53 reactivation
# Listed for `O=C(O)c1cc(Cl)c2ccccc2c1O` : 4%[1.84 µM], -0.2%, -7%, -3, -20%, -6%, 14%, -16%, 8%, 9%
# Listed for `Cc1ccccc1NC(=O)CCSc1nnnn1-c1ccccc1` : 0%, -0.8%, 0%[46.1 µM], 2, -5%, -7%, 2%, -22%, 1%, -4%
# Listed for `CCn1c(CNC(=O)Cc2ccc(OC)cc2)nnc1SCCOc1ccccc1` : -58%, -1.0%, 1%, -9, 16%, -6%, -14%, ?, ., -3%
# Listed for `O=C(Nc1ccc(CN2CCOCC2)cc1)c1ccc(-c2cccc(Cl)c2)o1` : -52%, -1.6%, 4%, ., -3%, 2%, -11%, ?, 4%, -7%
# Listed for `COc1cc2c(cc1OC)C(c1cc([N+](=O)[O-])ccc1O)NCC2` (stereo unspecified) : -10%, 0.0%, 0%, -2, -5%, -5%, 38%, 12%, -1%, -2%
